Screening results deposited in PubChem by several laboratories.
Diaph act CS – counter-screen for diaphorase-based assays: diaphorase activators and chemical reducers. Diaphorase/resazurin coupled assay, resorufin fluorescence, 16 min; hits give high values; 1 = vehicle wells, 0 = NADH-free wells. activation factor at 20 µM. hit rate 0.005% among 190,000. AID 1229;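 active means diaphorase activity raised at least twofold by the compound at 20 µM; inactive means activation factor below 2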
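System – purified diaphorase enzyme from Clostridium kluyveri · Input – enzyme 0.07 U/mL final · Also added – final NADH 0.114 mM, resazurin 0.1 mM · Measured by – fluorescence of resorufin, 544 nm excitation, 590 nm emission · Timing – 16 min enzyme reaction, ambient temperature · Measure – resorufin increase flagging diaphorase activators or reducers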
Diaph inh CS – counter-screen for diaphorase-based assays: diaphorase inhibitors and chemical oxidizers. diaphorase resazurin-to-resorufin fluorescence, NADH, 16 min; bacterial (C. kluyveri) enzyme, not human. inhibition, % at 20 µM. hit rate 0.69% among 190,000;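 active means primary screen inhibition at 20 µM above a set limit, cut at about 50% in these data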;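 further: plate controls were DMSO with full reaction for no effect and wells lacking NADH for full effect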
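System: Diaphorase enzyme from Clostridium kluyveri | Amount: Enzyme working solution with 0.14 U/mL diaphorase | Benchmarks: No-NADH positive control and DMSO neutral control | Signal: Fluorescence of resorufin formed from resazurin, Ex 544/Em 590 nm | Schedule: 16-min room-temperature incubation before reading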
SRC2 TRFRET art – TR-FRET artefact, counter-screen to PPARgamma/SRC-2 agonist assay; hits give high values; TR-FRET ratio at 8 µM; hit rate 0.4% among 200,000; in the data active means TR-FRET ratio above about 2000; further: inactives centre near 1500
PPARg SRC-2 ag – PPARgamma-driven SRC-2 recruitment agonism. P37231. PPARgamma LBD-SRC-2 recruitment, biochemical. activation, % at 8 µM. hit rate 0.34% among 200,000. AID 1032; in the data active means activation above about 22%;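 further: 0% = vehicle and 100% = reference agonist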
S1P3 antagonist – antagonists of human S1P3 receptor; CHO S1P3 NFAT-BLA reporter, FRET fluorescence, antagonist mode; inhibition, % at 4.98 µM; AID 485; Q99500; hit rate 0.27% among 170,000;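 active means inhibition above the plate cutoff, the mean inhibition of test wells on that plate plus 3 SD, cut at about 28% in these data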;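 further: cells challenged with S1P at its EC80 of 0.8 µM; blue over green emission ratio from cleaved BLA substrate after 4 h stimulation; 0% = S1P-stimulated wells and 100% = unstimulated DMSO-only wells; some compounds past the cut are filed as inactive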
Target sequence (Q99500 whole entry, looked up): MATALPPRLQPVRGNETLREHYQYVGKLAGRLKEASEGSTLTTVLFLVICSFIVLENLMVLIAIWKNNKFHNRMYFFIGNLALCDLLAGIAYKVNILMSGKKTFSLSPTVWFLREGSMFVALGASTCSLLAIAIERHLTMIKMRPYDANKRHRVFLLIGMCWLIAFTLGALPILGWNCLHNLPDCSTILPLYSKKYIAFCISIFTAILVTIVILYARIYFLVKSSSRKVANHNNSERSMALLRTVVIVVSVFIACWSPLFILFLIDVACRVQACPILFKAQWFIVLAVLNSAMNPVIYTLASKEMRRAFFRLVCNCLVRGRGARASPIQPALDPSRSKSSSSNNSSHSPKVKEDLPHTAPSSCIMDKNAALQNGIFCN
PPARg SRC-1 ag – promotes SRC-1 coactivator recruitment by human PPARgamma; activation, % at 8 µM; P37231; PPARgamma-SRC-1 coactivator recruitment biochemical assay; hit rate 0.41% among 200,000; in the data active means activation above about 19%;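 further: 0% = DMSO and 100% = reference agonist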
G6PDH CS – L. mesenteroides G6PDH inhibition counter-screen; Purified L. mesenteroides G6PDH, diaphorase/resazurin coupled fluorescence, 45 min; inhibition, % at 5 µM; hit rate 0.12% among 200,000; AID 1020; in the data active means inhibition above about 50%
ROMK primary – modulators of human ROMK potassium channel. B-score at 10 µM. AID 1918. Tet-inducible ROMK, thallium flux fluorescence; actives lie on both sides. P48048. hit rate 2% among 130,000;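 active means signal ratio slope over the read window, or its plate-corrected B-score, at least 3 SD from the plate mean, either direction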;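 further: B-score of the F/F0 ratio slope over 7 to 12 s after thallium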
Target sequence (P48048 whole entry, looked up): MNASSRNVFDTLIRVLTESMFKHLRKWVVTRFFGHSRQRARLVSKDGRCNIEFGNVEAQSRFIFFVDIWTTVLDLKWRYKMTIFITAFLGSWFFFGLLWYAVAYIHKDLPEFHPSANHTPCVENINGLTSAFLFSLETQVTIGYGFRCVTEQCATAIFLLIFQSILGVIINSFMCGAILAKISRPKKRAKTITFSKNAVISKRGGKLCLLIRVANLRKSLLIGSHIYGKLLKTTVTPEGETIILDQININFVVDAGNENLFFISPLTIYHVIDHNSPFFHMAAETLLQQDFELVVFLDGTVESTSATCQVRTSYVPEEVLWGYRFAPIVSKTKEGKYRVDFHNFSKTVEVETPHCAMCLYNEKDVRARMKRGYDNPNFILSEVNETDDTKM
PPARg SRC-3 ag – PPARgamma-driven SRC-3 recruitment agonism; hit rate 0.26% among 200,000; P37231; biochemical PPARgamma/SRC-3 coactivator recruitment assay; activation, % at 8 µM; in the data active means activation above about 23%;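 further: 0% = DMSO and 100% = reference agonist; some compounds past the cut are filed as inactive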
PMI activator – phosphomannose isomerase (human) activation; purified human PMI, coupled resazurin fluorescence, 20 min; hits give high values; 1 = vehicle control, 0 substrate-free wells; activation factor at 20 µM; hit rate 0.005% among 190,000; AID 1214;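 active means activation factor of 2 or more at 20 µM, relative to plate controls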
PMI act satM6P – activators of human phosphomannose isomerase at near-saturating mannose 6-phosphate; P34949; activation factor at 20 µM; AID 1216; hit rate 0.34% among 190,000; coupled PMI enzyme assay, resazurin fluorescence, 20 min; hits give high values; 1 = untreated enzyme, 0 = substrate-free blank;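 active means activation factor of 2 or more at 20 µM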
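Material: human phosphomannose isomerase with PGI, G6PDH, diaphorase coupling enzymes; amount: PMI at 15 ng/mL final; also added: Mannose-6-phosphate 1.0 mM (near-saturating) plus 0.22 mM NADP+; incubation: enzyme reaction with compound 20 min at room temperature; signal: resorufin fluorescence (Ex 544/Em 590 nm) from resazurin via diaphorase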
* hit, by the source's call; . = not tested or not shown. Hits appear at their usual frequency; overall some 3.3% were active at least once.

Labels used below: A = Diaph act CS; B = Diaph inh CS; C = SRC2 TRFRET art; D = PPARg SRC-2 ag; E = S1P3 antagonist; F = PPARg SRC-1 ag; G = G6PDH CS; H = ROMK primary; I = PPARg SRC-3 ag; J = PMI activator; K = PMI act satM6P
> Cc1ccc(C(=O)NC(C)CCc2ccccc2)cc1[N+](=O)[O-] (centres undefined)
  A = 1; B = 3; C = 1572; D = 1; E = .; F = 2; G = 6; H = .; I = -14; J = 0.9; K = 0.9

> CC(C)(C)c1cc(Br)ccc1OCC(=O)Nc1ncn[nH]1
  A = 0.9; B = 8; C = 1304; D = -4; E = 13; F = -3; G = 1; H = .; I = -7; J = 1; K = 1

> CC(=O)N1CCC(N(C(=O)Nc2ccc(F)cc2)C2CCCC2)CC1
  A = 0.9; B = 12; C = 1646; D = 8; E = .; F = -3; G = 3; H = .; I = 2; J = 1.1; K = 1

> COc1ccc(Nc2ncc3c(n2)CC(c2ccc(OC)cc2)CC3=O)cc1 (centres undefined)
  A = 0.7; B = 28; C = 1660; D = 12; E = 33; F = 6; G = -68; H = .; I = 9; J = 0.9; K = 1

> CCOC(=O)c1c(-c2cccc([N+](=O)[O-])c2)csc1NC(=O)C1CC1
  A = 0.7; B = 29; C = 1625; D = 3; E = .; F = 1; G = 6; H = 0.6; I = 7; J = 0.9; K = 0.6

> CC(NC(=O)Nc1ccccc1)C(c1cccs1)N1CCN(C)CC1 (centres undefined)
  A = 0.9; B = 10; C = 1568; D = -1; E = 0; F = 1; G = -10; H = .; I = 5; J = 0.9; K = 0.9

> Cn1c(NCc2ccco2)nc2ccccc21
  A = 0.8; B = 17; C = 1458; D = -5; E = -15; F = -4; G = -3; H = .; I = -1; J = 1; K = 0.9

> CCOC(=O)c1cc(C(=O)NC(C)c2ccccc2)c(C)[nH]c1=O (centres undefined)
  A = 0.9; B = 8; C = 1487; D = 7; E = 2; F = -5; G = 16; H = 0.62; I = 3; J = 1; K = 0.9

> O=C(NCCNC(=O)c1cc(OCC(F)(F)F)ccc1OCC(F)(F)F)Nc1cccc(C(F)(F)F)c1
  A = 0.9; B = 14; C = 1302; D = -4; E = .; F = 4; G = 3; H = .; I = 6; J = 0.8; K = 0.9

> COc1ccc(C(=O)Nn2c(CCC(=O)O)ccc2-c2ccc(C)cc2)cc1OC
  A = 0.9; B = 12; C = 1564; D = -3; E = -1; F = 2; G = 7; H = 0.0098; I = -4; J = 0.9; K = 0.9

> COC(=O)c1cccc(-n2nnnc2SCC(=O)Nc2nc3c(s2)CCCC3)c1
  A = 0.8; B = 23; C = 1325; D = 2; E = -25; F = -7; G = -1; H = .; I = -13; J = 0.8; K = 0.9

> Cc1cc(C)n(C(=O)c2cc3ccccc3c(=O)o2)n1
  A = 0.9; B = 5; C = 1373; D = 2; E = -24; F = 4; G = 2; H = .; I = -3; J = 1; K = 1

> CC[C@H](C)[C@@H](NC(=O)O[C@@H]1C(=O)c2cc(Br)ccc2O[C@H]1c1ccc2c(c1)OCO2)C(=O)OC
  A = 0.8; B = 17; C = 1600; D = 4; E = -9; F = 5; G = 3; H = -0.86; I = 7; J = 0.9; K = 0.9

> Cc1ccc(S(=O)(=O)N(C)CC(=O)NCc2ccncc2)cc1
  A = 1.1; B = -6; C = 1430; D = 4; E = .; F = 2; G = -2; H = -0.8; I = 8; J = 1; K = 1.1

> O=C(CN1C(=O)NC(c2ccccc2)(c2ccccc2)C1=O)Nc1cccnc1Cl
  A = 0.8; B = 20; C = 1556; D = 2; E = -12; F = -2; G = 16; H = 0.43; I = -3; J = 0.9; K = 0.9

> COc1ccc(NC(=O)COc2ccc(CNCCCN3CCOCC3)cc2OC)cc1
  A = 1; B = -5; C = 1455; D = 5; E = .; F = 6; G = 7; H = -0.25; I = -3; J = 1.1; K = 1.1

> CC(C)C(c1nnnn1C1CCCCC1)N1CCc2ccccc2C1 (centres undefined)
  A = 0.9; B = 10; C = 1572; D = -4; E = 42; F = -1; G = 6; H = .; I = 9; J = 1.3; K = 1.2

> COC(=O)C1CCN(Cc2cn(Cc3ccccc3)nc2-c2cc3ccccc3o2)CC1
  A = 0.8; B = 22; C = 1677; D = 6; E = -4; F = -2; G = 3; H = .; I = -3; J = 0.8; K = 0.8

> CC(C)CCSc1nc2[nH]ncc2c(=O)[nH]1
  A = 1; B = 3; C = 1479; D = 7; E = -20; F = 5; G = 1; H = 1.1; I = 1; J = 1.1; K = 1.1

> COc1cccc(C(c2sc3ncnn3c2O)N2CCN(C(=O)c3ccco3)CC2)c1 (centres undefined)
  A = 1; B = 2; C = 1473; D = -7; E = -6; F = 0; G = -5; H = .; I = 0; J = 1.1; K = 1.1

> O=C(O)c1cc(C(=O)C2CC2)c[nH]1
  A = 1; B = -3; C = 1455; D = -2; E = -7; F = 3; G = 2; H = -0.13; I = 2; J = 1.3; K = 1.1

> Cc1ccc(-c2csc3nc(C)n(N)c(=O)c23)o1
  A = 0.9; B = 5; C = 1385; D = -1; E = .; F = 6; G = 1; H = 0.044; I = 6; J = 1; K = 1.1

> COC(=O)/C(=C/c1ccc(OC)cc1)NC(=O)c1ccco1
  A = 0.9; B = 14; C = 1586; D = -4; E = 4; F = 1; G = -2; H = -0.071; I = 0; J = 0.9; K = 0.9

> O=C(Nc1cc(Sc2nc3ccccc3s2)cc([N+](=O)[O-])c1)c1ccccc1F
  A = 0.9; B = 13; C = 1539; D = -9; E = .; F = 2; G = 5; H = .; I = 2; J = 0.9; K = 0.9

> O=C(c1ccc([N+](=O)[O-])cc1)N1CCOC12CCN(c1ncc(C(F)(F)F)cc1Cl)CC2
  A = 0.9; B = 9; C = 1504; D = 3; E = .; F = 2; G = 11; H = -0.9; I = 2; J = 0.9; K = 1

> CCCNC(=O)COC(=O)c1ccc(S(=O)(=O)N2CCCC2)cc1
  A = 1; B = 5; C = 1701; D = 9; E = -6; F = 3; G = -1; H = 0.83; I = 1; J = 1; K = 0.9

> O=C(NC1CCN(Cc2ccccc2)C1)c1cc(COc2ccc(F)cc2F)on1 (centres undefined)
  A = 1.1; B = -15; C = 1543; D = 1; E = -7; F = 1; G = 8; H = -0.81; I = 2; J = 1; K = 1.1

> COc1ccc(Cl)cc1NC(=S)N1CCN(C(=O)c2ccco2)CC1
  A = 0.9; B = 13; C = 1298; D = -3; E = .; F = 0; G = -2; H = .; I = -12; J = 1; K = 1

> COC(=O)CSc1nc(NCc2ccccc2)nc(N(C)C)n1
  A = 1; B = -5; C = 1574; D = 12; E = -23; F = 10; G = 4; H = 0.18; I = 2; J = 1; K = 1.1

> CCO[C@@H]1OC(C(=O)N2CCN(Cc3ccc4c(c3)OCO4)CC2)=C[C@H](c2coc3ccccc3c2=O)[C@H]1CCCO
  A = 0.9; B = 14; C = 1467; D = 3; E = 1; F = 0; G = 10; H = .; I = -1; J = 0.9; K = 1

> CCCc1c(O)nc(SCCN(CC)CC)[nH]c1=O
  A = 0.9; B = 6; C = 1385; D = 3; E = .; F = -2; G = 20; H = 0.35; I = -1; J = 1; K = 1.1

> COc1ccc(C)cc1S(=O)(=O)Nc1ccc(F)cc1
  A = 1.1; B = -6; C = 1595; D = 10; E = 1; F = 4; G = 0; H = .; I = 10; J = 1; K = 1

> COc1cc(C(=S)N2CCOCC2)cc(OC)c1OC(=O)Cc1ccc(F)cc1
  A = 0.9; B = 9; C = 1514; D = 3; E = 5; F = 3; G = 14; H = .; I = 1; J = 0.7; K = 0.9

> Cc1cccc(NC(=O)COC(=O)Cc2c[nH]c3ccccc23)c1C
  A = 1; B = 5; C = 1439; D = -2; E = -7; F = -2; G = -2; H = -0.24; I = -2; J = 0.9; K = 1

> O=c1c2c(-c3ccc([N+](=O)[O-])cc3)csc2nc2n1CCC2
  A = 0.8; B = 25; C = 1414; D = -7; E = .; F = -4; G = 11; H = .; I = 15; J = 0.8; K = 0.7

> CC(C)c1ccc(NC(=O)Cc2cn(C)c3ccccc23)cc1
  A = 0.8; B = 24; C = 1462; D = -4; E = -14; F = -2; G = 5; H = 1.1; I = 1; J = 0.9; K = 0.9

> CC(=O)Nc1ccccc1Oc1ccccc1
  A = 1.1; B = -12; C = 1515; D = -6; E = -5; F = 2; G = 11; H = -0.25; I = 0; J = 1; K = 1

> O=C(CN1CCOCC1)Nc1nc2ccc(F)cc2s1
  A = 0.9; B = 9; C = 1596; D = 5; E = .; F = 0; G = 4; H = -0.022; I = 1; J = 1.1; K = 1

> Cc1ccc(N=Cc2ccc[nH]2)c(O)c1
  A = 0.7; B = 31; C = 1560; D = 5; E = -12; F = -4; G = -31; H = .; I = -13; J = 0.6; K = 0.6

> OCCCc1ccc(O)c(O)c1
  A = 0.6; B = 36; C = 1553; D = -13; E = -11; F = -9; G = 23; H = .; I = -2; J = 0.6; K = 0.8

Quoted from the listing:
G6PDH CS with `COc1cc(C(=S)N2CCOCC2)cc(OC)c1OC(=O)Cc1ccc(F)cc1` = 14
PPARg SRC-2 ag with `Cc1ccc(N=Cc2ccc[nH]2)c(O)c1` = 5

Structures above that have a furan ring, fused or not (6):
Labels used below: A = Diaph act CS; B = Diaph inh CS; C = SRC2 TRFRET art; D = PPARg SRC-2 ag; E = S1P3 antagonist; F = PPARg SRC-1 ag; G = G6PDH CS; H = ROMK primary; I = PPARg SRC-3 ag; J = PMI activator; K = PMI act satM6P
> Cn1c(NCc2ccco2)nc2ccccc21
  A = 0.8; B = 17; C = 1458; D = -5; E = -15; F = -4; G = -3; H = .; I = -1; J = 1; K = 0.9

> COC(=O)C1CCN(Cc2cn(Cc3ccccc3)nc2-c2cc3ccccc3o2)CC1
  A = 0.8; B = 22; C = 1677; D = 6; E = -4; F = -2; G = 3; H = .; I = -3; J = 0.8; K = 0.8

> COc1cccc(C(c2sc3ncnn3c2O)N2CCN(C(=O)c3ccco3)CC2)c1 (centres undefined)
  A = 1; B = 2; C = 1473; D = -7; E = -6; F = 0; G = -5; H = .; I = 0; J = 1.1; K = 1.1

> Cc1ccc(-c2csc3nc(C)n(N)c(=O)c23)o1
  A = 0.9; B = 5; C = 1385; D = -1; E = .; F = 6; G = 1; H = 0.044; I = 6; J = 1; K = 1.1

> COC(=O)/C(=C/c1ccc(OC)cc1)NC(=O)c1ccco1
  A = 0.9; B = 14; C = 1586; D = -4; E = 4; F = 1; G = -2; H = -0.071; I = 0; J = 0.9; K = 0.9

> COc1ccc(Cl)cc1NC(=S)N1CCN(C(=O)c2ccco2)CC1
  A = 0.9; B = 13; C = 1298; D = -3; E = .; F = 0; G = -2; H = .; I = -12; J = 1; K = 1
